# Bioassay records (PubChem BioAssay)
# FUS yeast rescue = qHTS for Suppressors of FUS Proteinopathy: Primary screen using FUS-linked yeast assay; Potency, µM (top dose mostly 76.6 µM), for the others: at the top dose growth rescue (activation), hits mostly activators; S. cerevisiae FUS-expressing, growth rescue, OD600, 24 h; actives 0.24% (n = 390,000);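 note: plate controls were DMSO vehicle for no effect and reference control for full effect; nearly all actives have a fitted effect of over 55% in size; some results filed as inactive show a strong effect at the top dose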
#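 Galactose (2%) drives FUS expression in yeast precultured in raffinose; seeding density OD 0.005. Test compounds incubated 24hr at 30C and 99% humidity before absorbance at 600 nm was measured.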
# TDP43 rescue = qHTS of TDP-43 Inhibitors; TDP-43 expressing yeast growth rescue, BacTiter-Glo, 24 h; Potency, µM (highest dose often 46.1 µM), for the others: top-dose growth rescue (activation), most hits filed as activators; actives 1.8% (n = 410,000); AID 652104, 2013; note: % of control where 0% means no effect; nearly all actives have a fitted effect of over 50% in size
#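 Yeast cells expressing TDP-43 under galactose induction are exposed to compounds for 24 hr at 30 deg C. BacTiter-Glo luminescence measures growth, so protective compounds score as activators.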
# PTHR1 agonist = qHTS for PTHR1 Agonists: Primary Screen | Potency, µM (titrated, usually from 115 µM), for the others: top-dose activation, actives largely listed as activators | AID 743266, 2014 | HEK293 GP2 PTHR1 cells, GloSensor cAMP luminescence, 1 h | actives 0.075% (n = 410,000); note: nearly all actives have a fitted effect of over 55% in size; some results filed as inactive show a strong effect at the top dose; inactives centre near -15; many of its hits are not listed in these tables
# Target sequence (Q03431 whole entry, looked up): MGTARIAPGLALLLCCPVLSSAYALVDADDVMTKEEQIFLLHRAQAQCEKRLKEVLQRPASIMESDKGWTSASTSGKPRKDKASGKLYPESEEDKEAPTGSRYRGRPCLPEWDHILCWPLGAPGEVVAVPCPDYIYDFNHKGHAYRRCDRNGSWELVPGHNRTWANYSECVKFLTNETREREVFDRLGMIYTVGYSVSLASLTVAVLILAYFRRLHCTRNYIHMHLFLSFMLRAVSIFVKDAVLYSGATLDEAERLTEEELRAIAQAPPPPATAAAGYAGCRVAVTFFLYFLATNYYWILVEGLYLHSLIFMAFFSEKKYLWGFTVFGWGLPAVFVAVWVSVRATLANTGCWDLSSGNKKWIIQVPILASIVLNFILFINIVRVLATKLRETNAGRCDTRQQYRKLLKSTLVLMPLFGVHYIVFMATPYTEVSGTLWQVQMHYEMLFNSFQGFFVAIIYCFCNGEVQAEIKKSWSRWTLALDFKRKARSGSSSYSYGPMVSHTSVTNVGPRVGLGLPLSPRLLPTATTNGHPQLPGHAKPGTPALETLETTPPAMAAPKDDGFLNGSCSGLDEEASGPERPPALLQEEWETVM
#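 HEK-293-derived GP2 cells expressing PTHR1 and a GloSensor cAMP reporter, 3,000/well, plated overnight, given luciferin plus IBMX (each 0.5 mM as added) for 1 h at 37 °C, then compound for 1 h at 37 °C. Luminescence was read after 15 min at room temperature.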
# aSyn rescue = qHTS of alpha-syn Inhibitors | AID 652106, 2013 | Potency, µM (top dose mostly 46.1 µM), without a hit: top-dose growth rescue (activation), most hits filed as activators | actives 0.14% (n = 370,000) | Yeast expressing alpha-synuclein, growth rescue, BacTiter-Glo, 24 h; note: % of control where 0% means no effect; nearly all actives have a fitted effect of over 65% in size
#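 Screening used galactose-induced yeast with toxic alpha-synuclein levels, exposed to compound for 24 hr at 30 deg C. Cell growth, read with BacTiter-Glo luminescence, gave the measured signal.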
# EPAC1 antagonist = qHTS for Antagonist of cAMP-regulated guanine nucleotide exchange factor 3 (EPAC1): primary screen; actives 0.14% (n = 360,000); EPAC1 GEF assay, Rap1b-BODIPY-GDP exchange fluorescence; Potency, µM (series often up to 115 µM), for the others: at the top dose activity change, negative = inhibition, actives largely listed as inhibitors;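 note: plate controls were vehicle for no effect and positive control for full effect; nearly all actives have a fitted effect of over 50% in size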
# EPAC2 antag = qHTS for Antagonist of cAMP-regulated guanine nucleotide exchange factor 2 (EPAC2): primary screen. Rap guanine nucleotide exchange factor 4 (Homo sapiens), Q8WZA2. EPAC2 GEF exchange of Rap1B-BODIPY-GDP, fluorescence. Potency, µM (series often up to 114 µM), for the others: at the top dose activity, negative = inhibition, actives largely listed as inhibitors. actives 0.18% (n = 360,000). AID 720708, 2013; note: % is set by controls: 0 for no effect and ±100 for the full control effect; nearly all actives have a fitted effect of over 45% in size; many of its hits are not listed in these tables
# EPAC1 ag = qHTS for Agonist of cAMP-regulated guanine nucleotide exchange factor 3 (EPAC1): primary screen; Rap guanine nucleotide exchange factor 3 (Homo sapiens), O95398; EPAC1 agonist qHTS, biochemical assay; response scale: 100% = response to 6.5 mM cAMP; Potency, µM (doses to about 154 µM), inactives show at the highest dose activation, most hits filed as activators; actives 0.073% (n = 360,000); note: nearly all actives have a fitted effect of over 60% in size
#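 Nucleotide exchange assay: 100 nM EPAC1 with 250 nM Rap1B loaded with BODIPY-GDP and 50 uM GDP, room temperature. Fluorescence (480/540 nm) read every 5 min for 30 min; signal change normalized to 6.5 mM cAMP as full agonist.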
# EPAC2 ag = qHTS for Agonist of cAMP-regulated guanine nucleotide exchange factor 4 (EPAC2): primary screen | EPAC2 activation, biochemical qHTS; response scale: 100% = 6.5 mM cAMP response | Rap guanine nucleotide exchange factor 4 (Homo sapiens), Q8WZA2 | Potency, µM (doses to about 154 µM), for inactives: top-dose activation, usual class: activators | actives 0.079% (n = 360,000); note: nearly all actives have a fitted effect of over 50% in size
#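 Nucleotide exchange monitored as fluorescence drop when BODIPY-GDP leaves Rap1B. Reaction: 100 nM EPAC2, 250 nM RAP1B-BODIPY-GDP, 50 uM GDP, room temperature, kinetic read over 30 min. Activity expressed relative to 6.5 mM cAMP.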
# Numbers without * were called inactive; i = inactive; ? = inconclusive; / = no result given; [ ] = dose if it differs, or a comment. Calls come from the whole dose curve; as a rule, active = well fitted curve in the direction sought with a large enough effect; inconclusive = small, poorly fitted or top-dose-only effect, or another doubt; inactive = no such curve, though single readings can be large; an effect the other way counts as inactive or inconclusive. Potency is the fitted concentration of half-maximal effect. Only part of the results is shown; count on the stated rates, not on these rows.
# Each structure is followed by: FUS yeast rescue	TDP43 rescue	PTHR1 agonist	aSyn rescue	EPAC1 antagonist	EPAC2 antag	EPAC1 ag	EPAC2 ag
- CN(C)CCCNc1oc(-c2ccccc2Cl)nc1S(=O)(=O)c1ccccc1
  -16%	-8%	-35%	-2%	3%	1%	-3%	4%
- COc1cccc(N2CCN(c3ccc4nnc(CCC(=O)Nc5ccc(C)cn5)n4n3)CC2)c1
  23%	-15%	?	-6%	2%	9%	-6%	9%
- O=c1[nH]c(=O)n(C2C[C@H](O)[C@@H](CO)O2)cc1C(F)(F)F (stereo partly drawn)
  -33%	10%	-21%	-2%	7%	-12%	7%	-1%
- CC(C)(C)CN1CCNC(=O)C1CC(=O)N1CCC(C(=O)N2CCOCC2)CC1 (stereo not drawn)
  -5%	-22%	i	8%	-14%	7%	-1%	-3%
- O=C(CN1C(=O)/C(=C\c2ccccc2Cl)Oc2ccccc21)NCc1cccnc1
  24%	-16%	-21%	-5%	6%	-3%	6%	12%
- C/C(Cc1ccccc1)=N\NC(=O)CNC(=O)c1ccccc1F
  18%	-2%	i	6%	10%	17%	-3%	10%
- CC1CN(CC(=O)NCc2ccccc2)CC(C)O1 (stereo not drawn)
  5%	-14%	-25%	-2%	-13%	6%	0%	6%
- O=C(COC(=O)c1cc([N+](=O)[O-])ccc1N1CCOCC1)NC1CCCCC1
  4%	21%	i	0%	-20%	-5%	-5%	-11%
- COc1ccc(C2c3cc(OC)c(OC)cc3CCN2C(=O)c2ccccc2)cc1OC (stereo not drawn)
  21%	-21%	i	1%	12%	11%	-3%	10%
- O=C(NCCc1ccccn1)c1ccc(S(=O)(=O)N2CCCCCC2)cc1
  8%	-16%	-15%[57.5 µM]	-1%	-4%	-1%	-5%	5%
- CCN(C(=O)Cc1c(C(=O)O)[nH]c2ccccc12)c1cc(OC)ccc1OC
  6%	9%	i	-13%	11%	4%	-4%	-1%
- CCOc1ccc(-c2nnn(CC(=O)NCc3ccccc3)n2)cc1
  10%	-9%	-76%[inhibitor]	-8%	-11%	-6%	2%	-1%
- Cc1cc(C)n2nc(SCc3ccccc3C(=O)O)nc2n1
  -9%	-7%	?	-1%	4%	3%	-4%	12%
- O=C(COC(=O)c1ccc2ccccc2c1O)NCC(F)(F)F
  20%	-6%	-31%[inhibitor]	-6%	6%	16%	-2%	10%
- COc1ccc(C2=NC(C)(C)Cc3cc(OC)c(OC)cc32)cc1
  -32%	11%	-24%	8%	-14%	8%	-6%	-2%
- O=C(N/N=C/c1cc(Br)ccc1O)C(c1ccncc1)N1CCOCC1 (stereo not drawn)
  /	-19%	-18%	0%	-16%	-8%	4%	10%
- OCCNc1ncnc2c1c(-c1ccccc1)c(-c1ccccc1)n2Cc1ccco1
  31%	-14%	-28%	13µM*	-24%	-21%	22%	8%
- COc1ccc(N2C(=O)C(CN3CCN(C)CC3)C2c2ccccc2)cc1 (stereo not drawn)
  1%	-6%	i	0%	-13%	-5%	8%	6%
- CCCc1ccc2oc(C(=O)NCCCN3CCOCC3)c(C)c2c1
  -10%	-21%	-8%	1%	3%	-23%	-2%	-20%
- CCc1sc(C(=O)Nc2ncccc2C)cc1C
  6%	25%	i	8%	-9%	-7%	3%	-4%
- COc1ccc(NC(=O)C(c2cccc3ccccc23)n2c(=O)c(-c3ccco3)nc3ccccc32)cc1 (stereo not drawn)
  35%	6%	i	10%	0%	9%	8%	9%
- CSC1=NC2(CCCCC2)CC12C=CC(=O)C=C2
  -8%	6%	-3%	11%	2%	-6%	-1%	3%
- CCCN1CCN(C(=O)c2ccc3nc(CC)c(CC)nc3c2)CC1
  -1%	12%	-21%	0%	6%	-12%	-13%	-7%
- CC(c1ccccc1F)n1cc(C(=O)NCCCc2nc3ccccc3[nH]2)nn1 (stereo not drawn)
  37%	15%	i	-6%	-12%	-5%	10%	-1%
- COc1ccc(NC(=O)CNC(=O)Cc2ccccc2)cc1
  7%	2%	i	1%	29%	7%	10%	10%
- CCC1CCCCN1C(=O)c1cc2c(=O)n3cccc(C)c3nc2s1 (stereo not drawn)
  18%	27%	-2%	-4%	-10%	1%	4%	1%
- Cc1ccc(NC(=O)CCc2c[nH]c3ccccc23)nc1
  13%	12%	30%	3%	-3%	5%	5%	6%
- Fc1ccc(C(c2nnnn2Cc2ccccc2)N2CCSCC2)cc1 (stereo not drawn)
  -4%	25%	-6%[57.5 µM]	10%	-5%	-5%	10%	9%
- COc1ccccc1NC(=O)Cn1cc(C(=O)C(=O)N2CCOCC2)c2ccccc21
  /	-23%	i	2%	-19%	8%	-11%	0%
- CCOc1ccc(NC(=O)CSc2nc(=O)n(CCN3CCOCC3)c3c2CCCC3)cc1
  -11%	-17%	-22%	1%	-10%	4%	7%	1%

# (continued)
# Each structure is followed by: FUS yeast rescue	TDP43 rescue	PTHR1 agonist	aSyn rescue	EPAC1 antagonist	EPAC2 antag	EPAC1 ag	EPAC2 ag
- O=C(CSc1nnc(CNC(=O)c2ccc(F)cc2)o1)NCCc1ccccc1
  /	4%	-20%	-3%	-17%	-1%	4%	0%
- C[C@H](CO)N1C[C@H](C)[C@H](CN(C)Cc2ccc(Oc3ccccc3)cc2)Oc2ccc(NC(=O)Nc3cccc4ccccc34)cc2CC1=O
  ?	24%	-14%	-30%[inhibitor]	-1%	-8%	8%	2%
- O=C(NNC(=O)c1ccccc1O)c1cccc(Br)c1
  -4%	25%	i	2%	-14%	0%	2%	6%
- COc1cc(/C=C/c2cc(C(=O)O)c3ccccc3n2)cc(OC)c1O
  9%	1%	i	-1%	-11%	6%	-3%	4%
- COc1ccc(-c2cc3c(=O)n(CC(=O)NCc4ccc(F)cc4)ncn3n2)cc1
  -17%	-6%	i	-4%	-16%	8%	-6%	4%
- CCCCN(C)C(=O)C1CCN(Cc2ccc(OCc3ccccc3)cc2)CC1
  18%	-7%	-13%[57.5 µM]	-7%	0%	-4%	15%	11%
- O=C1NC[C@H](Cc2ccccc2)N(CC2CCCCC2)C1=O
  9%	23%	i	1%	0%	-9%	2%	1%
- CCC1=C(OC(=O)N(CC)CC)N2C(=O)OC(=NCCOC)[C@]2(Cc2ccccc2)[C@H]2C1=CC[C@H]1C(=O)N(C)C(=O)[C@H]12
  32%	3%	-12%	2%	-4%	-2%	-6%	8%
- CC1(C)CC(NC(=O)c2cccc(S(=O)(=O)Nc3cccc(Cl)c3)c2)CC(C)(C)N1
  -3%	-2%	i	4%	-3%	5%	-1%	5%
- CCOc1ccc(CCNC(=O)CS(=O)(=O)Cc2nc(-c3ccccc3F)oc2C)cc1
  24%	-17%	-24%	-2%	-6%	0%	-10%	-5%
- Cc1ccc(S(=O)(=O)N2CCN(C(=O)/C=C/c3ccccc3)CC2)cc1C
  16%	14%	0%	6%	6%	-8%	11%	3%
- C=CCOc1ccc(/C(O)=C2/C(=O)C(=O)N(CCCN3CCOCC3)C2c2ccc(OC)cc2)cc1 (stereo not drawn)
  21%	-3%	i	-6%	0%	-1%	6%	-2%
- CCc1ccccc1NC(=O)COC(=O)C1CC(=O)N(c2ccc(F)cc2)C1 (stereo not drawn)
  11%	-13%	5%	4%	1%	-1%	3%	11%
- COc1ccc(OC)c(S(=O)(=O)N2CCC(C(=O)NC3CC3)CC2)c1
  -4%	-20%	i	-1%	-13%	2%	1%	8%
- CCOC(=O)C1=CN(Cc2ccco2)S(=O)(=O)N(C)C1CC (stereo not drawn)
  19%	1%	-17%	5%	2%	-19%	-25%	10%
- CCn1nc(CC(=O)Nc2ccc(-n3cnnn3)c(OC)c2)c2ccccc2c1=O
  21%	0%	i	4%	1%	4%	2%	-5%
- O=C(COc1ccc(Br)cc1F)NC1CCN(Cc2ccccc2)CC1
  0%	-13%	i	13%	-5%	-5%	0%	-1%[15.6 µM]
- OCCC1CN(Cc2cccc(-n3cccn3)c2)CCN1Cc1ccccc1 (stereo not drawn)
  14%	11%	i	-4%	10%	-1%	0%	-8%
- CC1CCC(=O)N(CCOc2ccccc2)CC1 (stereo not drawn)
  -18%	?	-7%	9%	-9%	-2%	0%	4%
- Cn1nnnc1Sc1ncnc2scc(-c3ccc(Br)cc3)c12
  33%	/	-92%[inhibitor]	/	-16%	-1%	-1%	8%
- CCOc1cc(C(=O)N=c2sccn2C)cc(Br)c1OC
  4%	?	-8%	-5%	11%	-8%	1%	11%
- O=S(=O)(c1ccc2c(c1)OCCO2)N1CCC(n2nnc3cc(F)ccc32)CC1
  ?	0%	-9%[57.5 µM]	-3%	-8%	-4%	9%	7%
- O=C(COC(=O)C1(c2ccc(Cl)cc2)CCCC1)NC1CCS(=O)(=O)C1 (stereo not drawn)
  30%	8%	-60%[inhibitor][57.5 µM]	11%	?	-1%	6%	-8%
- CCOC(=O)c1nn(-c2ccc3c(c2)OCO3)cc1O
  7%	1%	-7%[57.5 µM]	-12%	5%	4%	-2%	-2%
- CCOc1ccc(OCC)c(NC(=O)CCn2c(=O)oc3ccccc32)c1
  12%	16%	i	8%	1%	4%[57.1 µM]	2%	-1%
- Cc1nnc(SCC(=O)N2CCN(c3ccccc3F)CC2)n1C1CC1
  13%	2%	i	5%	2%	22%	29%	6%
- CC(=O)Nc1ccc(C(=O)CS(=O)(=O)c2ccc(C)cc2)cc1
  -1%	4%	i	-2%	-11%	1%	17%	9%
- CNC(=S)N1CCC(NC(=O)C(Cc2ccc(OC)cc2)NC(C)=O)CC1 (stereo not drawn)
  -6%	7%	?	1%	0%	-6%	-5%	3%

# Two entries drawn at random from those above:
# Each structure is followed by: FUS yeast rescue	TDP43 rescue	PTHR1 agonist	aSyn rescue	EPAC1 antagonist	EPAC2 antag	EPAC1 ag	EPAC2 ag
- CN(C)CCCNc1oc(-c2ccccc2Cl)nc1S(=O)(=O)c1ccccc1
  -16%	-8%	-35%	-2%	3%	1%	-3%	4%
- CCN(C(=O)Cc1c(C(=O)O)[nH]c2ccccc12)c1cc(OC)ccc1OC
  6%	9%	i	-13%	11%	4%	-4%	-1%
